Apaf-1 inh = blocks human Apaf-1 apoptosome activity | O14727 | inhibition, % at 20 µM | 330,000 compounds, 0.71% hits | reconstituted apoptosome caspase-3 activity, DEVD-Rh110 fluorescence | AID 489030; active means inhibition of at least 40% at 20 µM;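 further: plate controls were DMSO wells for no effect and DEVD-CHO caspase inhibitor wells for full effect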
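Material: reconstituted apoptosome with Apaf-1, cytochrome c, caspase-9, procaspase-3, dATP / Buffer or medium: pH 7.5 Hepes buffer with CHAPS, BSA, DTT / Also added: cytochrome c with DEVD-Rh110 / Schedule: compound with Apaf-1, dATP, procaspase-3 30 min, then 50 min reaction, room temperature / Technique: rhodamine 110 fluorescence at Ex 480/Em 540 nm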
SENP6 block = inhibitors of human SENP6 protease. Q9GZR1. Recombinant SENP6 catalytic domain, aminoluciferin luminescence. inhibition, % at 10 µM. 330,000 compounds, 1.8% hits. AID 2599;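 active means inhibition above about 50% at the single tested dose, limit read from the data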;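 further: plate controls were DMSO wells with enzyme for no effect and DMSO wells lacking enzyme for full effect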
Target sequence (Q9GZR1 628-1112 limits assumed): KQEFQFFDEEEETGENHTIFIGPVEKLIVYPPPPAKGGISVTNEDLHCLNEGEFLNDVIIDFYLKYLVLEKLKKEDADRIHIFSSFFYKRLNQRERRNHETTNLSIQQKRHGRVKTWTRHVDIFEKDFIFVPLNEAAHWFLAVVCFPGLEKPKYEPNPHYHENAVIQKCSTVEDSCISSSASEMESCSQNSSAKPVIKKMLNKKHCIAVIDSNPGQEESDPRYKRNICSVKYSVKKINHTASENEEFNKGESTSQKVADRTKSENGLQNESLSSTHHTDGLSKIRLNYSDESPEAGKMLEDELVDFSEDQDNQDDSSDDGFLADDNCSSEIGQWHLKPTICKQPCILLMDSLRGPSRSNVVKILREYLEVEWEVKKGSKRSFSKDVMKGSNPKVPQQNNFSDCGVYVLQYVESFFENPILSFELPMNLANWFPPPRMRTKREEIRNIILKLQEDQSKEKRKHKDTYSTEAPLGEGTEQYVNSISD
SENP7 inh = blocks the human protease SENP7; Q9BQF6; recombinant SENP7, Z-RLRGG-aminoluciferin luminescence, 40 min; AID 434973; 330,000 compounds, 1.5% hits; inhibition, % at 5 µM;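 active means inhibition above about 50% at the single test dose, limit read from the data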;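 further: plate controls were DMSO with enzyme for no effect and no enzyme buffer wells for full effect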
Target sequence (Q9BQF6 706-1050 limits assumed): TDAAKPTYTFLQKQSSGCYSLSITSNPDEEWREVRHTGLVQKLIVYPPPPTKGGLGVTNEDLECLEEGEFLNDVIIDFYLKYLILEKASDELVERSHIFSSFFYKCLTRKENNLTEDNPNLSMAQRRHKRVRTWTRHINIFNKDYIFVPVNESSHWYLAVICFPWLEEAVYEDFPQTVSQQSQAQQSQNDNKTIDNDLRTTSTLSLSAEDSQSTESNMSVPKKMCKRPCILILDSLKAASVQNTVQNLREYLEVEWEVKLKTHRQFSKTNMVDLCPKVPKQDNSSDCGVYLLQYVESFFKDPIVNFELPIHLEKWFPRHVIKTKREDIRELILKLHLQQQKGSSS
PfGluPho inh = PfG6PD (Plasmodium falciparum) enzyme inhibition; PfGluPho enzyme, NADPH resazurin-diaphorase fluorescence; inhibition, % at 20 µM; 350,000 compounds, 0.78% hits; AID 504690;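 active means inhibition reaching at least a set limit at 20 µM in the primary screen, cut at about 59% in these data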;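 further: 0% = DMSO wells with substrate and 100% = DMSO wells lacking glucose-6-phosphate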
HKDC1 inhibitor = inhibitors of human hexokinase HKDC1; 340,000 compounds, 0.16% hits; recombinant HKDC1, G6PDH/diaphorase resazurin coupled fluorescence; Q2TB90; inhibition, % at 20 µM; AID 493160;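 active means inhibition above about 35% when tested at 20 µM, limit read from the data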;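 further: plate controls were DMSO wells with enzyme for no effect and DMSO wells lacking enzyme for full effect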
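Assay system – recombinant HKDC1 (HK5) hexokinase enzyme, produced in-house · Input – HKDC1 at 5 µg/mL · Reagent – glucose plus 1 mM ATP as hexokinase substrates · Timing – 90 min reaction incubation at room temperature, dark · Measured by – G6PDH/diaphorase-coupled fluorescence, 1 mM NADP, 100 µM resazurin, 525/613 nm · Benchmarks – DMSO-enzyme wells negative, buffer-substituted wells positive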
SENP8 block-1 = inhibitors of human SENP8 protease | recombinant SENP8, Nedd8 substrate fluorescence | AID 602440 | inhibition, % at 20 µM | 360,000 compounds, 0.64% hits; in the data active means inhibition mostly above about 40%, no sharp cut-off; inactive means mostly below about 27%
Target sequence (Q96LD8 whole entry, looked up): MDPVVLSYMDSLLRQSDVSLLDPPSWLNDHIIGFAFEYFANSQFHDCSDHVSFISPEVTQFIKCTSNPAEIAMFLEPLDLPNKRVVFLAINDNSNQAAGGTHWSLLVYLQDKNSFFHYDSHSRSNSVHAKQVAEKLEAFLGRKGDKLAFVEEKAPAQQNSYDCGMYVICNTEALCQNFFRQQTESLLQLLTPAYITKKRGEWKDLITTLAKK
SENP1 inh = blocks the human SENP1 SUMO protease catalytic domain | Q9P0U3 | recombinant SENP1 catalytic domain, CyPet-SUMO1-YPet FRET cleavage | inhibition, % at 10 µM | 360,000 compounds, 0.21% hits;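 active means inhibition at least 30% at 10 µM, raw YFP signal under a set limit, fluorescence ratio 0.5 to 1.5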;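 further: 0% = enzyme with DMSO and 100% = no enzyme wells; some results filed as inactive read as strong as hits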
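Material: hSENP1 catalytic domain, recombinant; medium: Tris pH 8 with BME, BSA, NP40 and catalase; compound: single concentration of 10 µM compound, 0.5% DMSO final; technique: FRET read of cyan and yellow fluorescence; timing: 50 min enzyme reaction, room temperature, light-protected; reagent: SFCypet-SUMO1-SFYpet substrate at 25 nM; control set: no-enzyme low, enzyme-DMSO high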
SENP8 block-2 = inhibitors of human SENP8 protease. Q96LD8. purified SENP8, Z-RLRGG-aminoluciferin cleavage, luminescence. inhibition, % at 10 µM. 330,000 compounds, 1.2% hits. AID 2540; in the data active means inhibition above about 50%
* hit, by the source's call; . = no result given.

Sample of the layout (10 entries):
SMILES	Apaf-1 inh	SENP6 block	SENP7 inh	PfGluPho inh	HKDC1 inhibitor	SENP8 block-1	SENP1 inh	SENP8 block-2
OC12Oc3ccccc3C=C1N1CCC2CC1 (stereo unspecified)	-7.9	1.7	9.7	-1.5	-8.7	11.8	7.2	-0.5
O=C(COc1ccccc1)N1CCN(Cc2c[nH]c3ccccc23)CC1	-2.8	8.9	-0.2	-16.8	-3.4	21.5	-2.3	-6.3
O=C(Cc1ccc(Br)cc1)N1CCN(Cc2ccccc2)CC1	6.9	-15.2	-2.1	-4.7	-2.9	31.8	2.2	-3.1
C=CCn1c(O)c(C=Nc2ccc(OC)cc2C)c(=O)[nH]c1=O	10.1	-22.8	-11.3	2.6	0.2	-146.0	-8.9	-16.4
CSCCC(N=Cc1c(O)n(-c2ccc(Br)cc2)c(=O)[nH]c1=O)C(=O)OC(C)(C)C (stereo unspecified)	9.9	0.0	7.9	2.2	-1.8	8.1	2.8	-5.0
COc1ccccc1OP(=O)(Nc1cccnc1)Oc1ccccc1OC	-6.0	-12.7	1.1	4.0	-6.4	12.9	0.1	-10.4
OCCOCCO	-13.6	-15.0	-1.7	-15.3	-3.0	32.5	1.2	0.9
O=C(COC(=O)Cc1ccccc1)Nc1cccnc1Cl	-11.6	5.0	-1.5	-0.6	-5.6	7.0	3.0	-2.8
CN(C)CC#CCC(O)(c1ccccc1)C1CCCC1 (stereo unspecified)	0.3	-1.3	3.0	-8.8	-1.0	6.1	1.8	-0.9
O=C(Cn1cc(C=C2C(=O)NC(=O)NC2=O)c2ccccc21)NCC1CCCO1 (stereo unspecified)	-7.8	-28.0	-5.1	6.6	-0.8	7.9	3.8	1.4

The list itself, from the start:
SMILES	Apaf-1 inh	SENP6 block	SENP7 inh	PfGluPho inh	HKDC1 inhibitor	SENP8 block-1	SENP1 inh	SENP8 block-2
OC12Oc3ccccc3C=C1N1CCC2CC1 (stereo unspecified)	-7.9	1.7	9.7	-1.5	-8.7	11.8	7.2	-0.5
O=C(COc1ccccc1)N1CCN(Cc2c[nH]c3ccccc23)CC1	-2.8	8.9	-0.2	-16.8	-3.4	21.5	-2.3	-6.3
O=C(Cc1ccc(Br)cc1)N1CCN(Cc2ccccc2)CC1	6.9	-15.2	-2.1	-4.7	-2.9	31.8	2.2	-3.1
C=CCn1c(O)c(C=Nc2ccc(OC)cc2C)c(=O)[nH]c1=O	10.1	-22.8	-11.3	2.6	0.2	-146.0	-8.9	-16.4
CSCCC(N=Cc1c(O)n(-c2ccc(Br)cc2)c(=O)[nH]c1=O)C(=O)OC(C)(C)C (stereo unspecified)	9.9	0.0	7.9	2.2	-1.8	8.1	2.8	-5.0
COc1ccccc1OP(=O)(Nc1cccnc1)Oc1ccccc1OC	-6.0	-12.7	1.1	4.0	-6.4	12.9	0.1	-10.4
OCCOCCO	-13.6	-15.0	-1.7	-15.3	-3.0	32.5	1.2	0.9
O=C(COC(=O)Cc1ccccc1)Nc1cccnc1Cl	-11.6	5.0	-1.5	-0.6	-5.6	7.0	3.0	-2.8
CN(C)CC#CCC(O)(c1ccccc1)C1CCCC1 (stereo unspecified)	0.3	-1.3	3.0	-8.8	-1.0	6.1	1.8	-0.9
O=C(Cn1cc(C=C2C(=O)NC(=O)NC2=O)c2ccccc21)NCC1CCCO1 (stereo unspecified)	-7.8	-28.0	-5.1	6.6	-0.8	7.9	3.8	1.4
COc1ccc(-c2nn(CCC#N)cc2C(=O)NCc2ccccc2)cc1	-14.9	-7.7	0.2	-4.7	-2.3	18.7	2.7	2.5
CC(C)(C)c1nc(NCc2ccc3c(c2)OCO3)c2nnn(Cc3ccccc3Cl)c2n1	15.7	-6.2	-7.9	-2.9	2.0	28.7	-0.7	-6.4
O=[N+]([O-])c1cccnc1N1CCCNCC1	2.9	9.2	4.9	11.0	-3.5	15.7	-2.8	-0.9
CC(=NCCCN1CCOCC1)c1c(O)n(-c2ccccc2C)c(=O)[nH]c1=O	-11.3	-9.0	-10.1	-13.1	9.1	6.4	-0.9	-15.1
C=CCNC(=O)c1c(N)n(Cc2ccco2)c2nc3ccccc3nc12	10.7	11.3	2.7	31.7	4.7	-306.4	-31.0	8.5
COc1cc(OC)cc(C(=O)Nc2ccc(Br)cc2C(=O)c2ccccc2)c1	-0.5	0.9	2.6	-1.2	-8.1	25.9	0.2	-2.0
O=C(CN1CCCCC1)c1ccccc1Cl	0.9	-3.6	9.2	0.4	-6.4	10.0	-0.4	36.2
Cc1c(N=Nc2c(O)n(-c3ccc(Br)cc3)c(=O)[nH]c2=O)c(=O)n(-c2ccccc2)n1C	-1.4	-2.8	-0.3	-5.1	8.1	18.7	3.7	1.8
Cc1cccc(CNCCc2ccccc2)n1	7.0	-3.3	0.5	-3.4	-8.8	17.7	3.3	-8.1
CN(C)C(=O)Oc1ccc(OC(=O)N(C)C)cc1	-6.4	-5.8	3.7	-15.4	-4.0	6.9	-0.6	4.1
CC(=O)/C=C/c1ccccc1	5.3	3.2	-15.7	0.1	2.6	28.9	-0.3	-11.7
O=C1CC(=O)N(c2ccccc2F)C(=O)N1	1.9	-10.2	0.6	-11.9	1.8	0.6	-2.5	15.4
CCN1CCN(c2cc(N3CCCC3)c([N+](=O)[O-])cc2F)CC1	-1.8	-15.3	-1.0	8.7	-1.2	41.8*	6.1	-3.2
COC(=O)C1=C(c2ccc(F)cc2OCc2ccccc2)C[C@@H]2CC[C@H]1N2C(=O)NCc1ccc(Br)cc1	16.0	7.8	-3.7	14.0	5.5	9.5	1.9	12.1
COc1ccccc1-n1c(-c2ccccc2Cl)nc2ccccc2c1=O	5.7	7.4	5.0	3.6	-1.1	4.4	0.1	9.2
N#CC(C#N)=NNc1ccc(-n2ccc(C(F)(F)F)n2)cc1	4.9	13.0	-2.5	-19.5	5.5	27.4	0.8	5.7
CCC(=O)c1cc(F)c(N2CCN(CC)CC2)cc1C	-8.5	-22.3	-3.2	-2.5	-2.1	21.8	-1.8	-4.5
CC[N+](C)(CC)CCCCOc1ccc2c(c1)C(=O)c1cc(OCCCC[N+](C)(CC)CC)ccc1-2	6.0	-2.7	-10.4	14.3	0.1	15.7	1.0	0.1
CCN1CCN(Cc2cc3c(cc2[N+](=O)[O-])OCO3)CC1	1.2	-4.8	-11.6	-3.1	-6.3	-13.4	-1.6	-3.2
COC(=O)C1=C(c2ccc3ccccc3c2)C[C@@H]2CC[C@H]1N2C(=O)NCC1CC1	2.7	-5.8	5.1	-3.8	7.1	5.9	0.7	7.2
O=c1[nH]c(=S)n(Cc2ccco2)c(O)c1C=NCc1cccs1	13.3	-34.2	-6.8	15.6	6.2	13.3	-26.2	-7.2
CC(C)Oc1ccc(C2(C#N)CC[N+](C)(C)CC2)cc1	-3.4	-5.9	0.8	-0.4	-4.5	2.7	0.6	1.3
C[C@]12CC[C@@H](O)CC1=CCC1C2CC[C@@]2(C)C1CC[C@@H]2N (stereo partly specified)	3.4	7.7	2.5	1.0	-7.1	10.7	-1.0	1.6
C[C@H]1CC2C3CC=C4C[C@@H](O)CC[C@]4(C)C3CC[C@]2(C)[C@H]1O (stereo partly specified)	1.0	5.4	6.2	-2.1	-3.5	1.6	1.8	-0.9
O=C1Nc2ccc(Br)cc2C(c2ccc(Cl)cc2)=NC1O (stereo unspecified)	7.7	-2.9	3.1	99.5*	4.8	16.0	-0.3	0.4
Cc1ccc2c(c1)CC1(CN2C)C(=O)NC(=O)N(c2cc(C)ccc2C)C1=O (stereo unspecified)	-4.0	0.3	4.9	-16.5	-0.3	4.2	-34.5	-1.4
CCN1C(=O)C(=C/C=C/c2ccco2)C(=O)N(CC)C1=S	14.7	4.0	-0.9	7.7	-10.5	19.8	-14.9	4.7
CCOC(=O)N(c1ccccc1)P1(=S)OCCO1	-3.1	-17.1	-1.9	31.4	-4.2	30.9	-0.9	-3.7
c1ccc(C(c2ccccc2)c2cccnc2)cc1	.	.	.	-13.3	3.7	16.9	0.6	.
O=C1CN=C(c2ccc(F)cc2)c2oc3ccccc3c2N1	9.2	0.1	4.1	-10.7	4.0	9.7	-1.6	-5.0
O=C(N/N=C/c1c(O)n(CCc2ccc(F)cc2)c(=O)[nH]c1=O)c1ccccc1	0.8	0.4	3.5	-30.5	-3.3	-213.3	-21.6	-2.4
CCOc1ccc(NC2=NCCCS2)cc1	-4.1	-19.7	3.4	32.6	-4.8	15.4	1.3	-2.0
COc1ccc(-c2cc(=O)oc3c(C)c(OC(C)C(=O)N4C[C@H]5C[C@@H](C4)c4cccc(=O)n4C5)ccc23)cc1 (stereo partly specified)	8.0	-6.5	-0.1	-3.7	4.4	6.4	-2.4	3.5
CCOC(=O)c1ccc(N=C(c2ccccc2)c2c(O)n(C)c(=O)n(C)c2=O)cc1	-1.2	-3.9	-4.4	-21.2	-5.4	-3.7	-11.9	2.2
S=C1Nc2ccccc2Sc2ccccc21	2.6	21.3	-9.0	18.1	2.1	19.0	0.6	8.4
CN1CC(C(=O)c2ccc(F)cc2)C(c2ccc(F)cc2)C1 (stereo unspecified)	4.1	-18.9	-5.2	-3.9	-2.2	15.3	-0.4	-10.0
CC(C)COc1ccc(Cc2c(O)[nH]c(=S)[nH]c2=O)cc1	7.7	-6.1	-4.9	-30.9	-4.8	9.6	2.4	-2.3
CC(C)c1c(CN(C)C(C)Cc2ccccc2)n(C)n(-c2ccccc2)c1=O (stereo unspecified)	9.1	3.6	-0.3	-12.0	3.8	10.7	0.5	5.5
OCC1CO1 (stereo unspecified)	-7.3	10.5	2.5	-4.7	-5.7	4.3	1.6	14.7
CC(C)NC(C)C(=O)c1ccc2ccccc2c1 (stereo unspecified)	2.7	9.1	5.7	-11.9	-3.6	-130.1	2.7	-4.8
C[C@H]1CCCC(=O)CCC/C=C/c2cc(O)cc(O)c2C(=O)O1	9.1	-0.7	5.9	-6.5	0.3	-159.9	1.4	-1.9
COC(=O)C1=Nc2ccccc2/C1=C\c1c(O)n(-c2ccc(OC)cc2)c(=O)[nH]c1=O	-10.7	2.8	3.0	22.6	5.4	-11.7	-0.8	6.1
O=C1NC(=O)C(=Cc2coc3ccccc3c2=O)C(=O)N1	3.9	7.7	15.7	20.2	-4.6	-33.8	1.4	-4.4
O=c1[nH]c(=O)n(Cc2ccc(F)cc2)c(O)c1C=NCCCn1ccnc1	12.3	-2.5	0.7	-0.6	-5.0	12.5	-1.7	3.6
COC(=O)C1=C(c2cccc(C#N)c2)C[C@@H]2CC[C@H]1N2C(=O)NCCc1ccccc1	6.8	-3.8	-7.2	4.0	-5.9	19.9	3.2	-15.0

Source: PubChem (Sanford-Burnham Center for Chemical Genomics)

Some of the compounds tested; rates above refer to the full screens.
